West Nile antiviral = West Nile virus antiviral activity, cell-based, CPE readout (AID 1621). CPE inhibition, % at 10 µM, or IC50 in µM where a hit was titrated. West Nile virus-infected cells, CPE inhibition; higher % means a stronger effect. hit rate 0.02% among 290,000; in the data active = a potency from the dose series; inconclusive = CPE inhibition mostly from about 3.7% at the one dose, without a potency; inactive = the rest, 99 in 100 with CPE inhibition below about 2.2%; also: strong numbers were not always called active
Siah-1 displacement = Siah-1 peptide-binding antagonists, primary screen, biochemical, fluorescence polarization, rhodamine-plectin, uHTS (AID 1817); Siah-1 / rhodamine-plectin peptide fluorescence polarization; higher % means a stronger effect; hit rate 0.02% among 290,000; E3 ubiquitin-protein ligase SIAH1 (Homo sapiens); displacement, % at 20 µM; hits with a dose series show IC50 in µM;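 active = displacement of at least 50% at 20 µM, with a fluorescence ratio check between 0.3 and a set limit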;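 also: plate controls were Siah plus tracer with DMSO for no effect and tracer alone without Siah for full effect; strong numbers were not always called active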
RSV antiviral HEp-2 = RSV antiviral activity via CPE protection, HEp-2 cells, primary 10 µM value included (AID 2391) | HEp-2 cells, RSV-induced CPE inhibition; higher % means a stronger effect | CPE inhibition, % at 10 µM, or IC50 in µM where a hit was titrated | hit rate 0.13% among 310,000; in the data active = a potency from the dose series; inconclusive = CPE inhibition mostly from about 23% at the one dose, without a potency; inactive = the rest, 99 in 100 with CPE inhibition below about 21%; also: strong numbers were not always called active
K1F lysis inhibition = inhibition of K1F phage lysis, E. coli UTI89, bacterial capsule biogenesis inhibitors, alamar blue (AID 488966). inhibition, % at 100 µM; hits with a dose series show IC50 in µM. hit rate 0.02% among 340,000. E. coli UTI89 K1F phage lysis, alamar blue, 2 h; higher % means a stronger effect;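 active = phage lysis inhibition, versus mean bacterial control, above a set limit; inconclusive = no clear call, values can overlap the other calls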;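 also: capsule biogenesis inhibitors block K1F phage lysis so surviving cells raise fluorescence; higher fluorescence means more inhibition of phage lysis; actives were called in the ten point dose series up to 300 µM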
AID2073 = inhibitors of Mint1-CaV2.2 protein interaction, biochemical, HTRF (AID 2073). Voltage-dependent N-type calcium channel subunit alpha-1B (Homo sapiens). HTRF protein-protein interaction, Mint1-CaV2.2; higher % means a stronger effect. inhibition, % at 20 µM, or IC50 in µM where a hit was titrated. hit rate 0.19% among 290,000; in the data active = inhibition mostly above about 51%, no sharp cut-off; inconclusive = no clear call, values can overlap the other calls; inactive = mostly below about 53%; also: some results filed as inactive read as strong as hits
NTR1 agonist = agonists of NTR1, primary screen, imaging, U2OS cells, beta-arrestin-GFP, high content (AID 493036); NTR1-U2OS beta-arrestin-GFP spot imaging, agonist mode; activation, % at 20 µM; hit rate 0.17% among 330,000;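 active = activation at or above 40% of the spot to cytoplasm intensity ratio, with at least 20 cells analyzed; inconclusive = wells under 20 cells, flagged as cytotoxic or low count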;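 also: 0% = DMSO without peptide and 100% = 100 nM NTR1 peptide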
Target sequence (P30989 whole entry, looked up): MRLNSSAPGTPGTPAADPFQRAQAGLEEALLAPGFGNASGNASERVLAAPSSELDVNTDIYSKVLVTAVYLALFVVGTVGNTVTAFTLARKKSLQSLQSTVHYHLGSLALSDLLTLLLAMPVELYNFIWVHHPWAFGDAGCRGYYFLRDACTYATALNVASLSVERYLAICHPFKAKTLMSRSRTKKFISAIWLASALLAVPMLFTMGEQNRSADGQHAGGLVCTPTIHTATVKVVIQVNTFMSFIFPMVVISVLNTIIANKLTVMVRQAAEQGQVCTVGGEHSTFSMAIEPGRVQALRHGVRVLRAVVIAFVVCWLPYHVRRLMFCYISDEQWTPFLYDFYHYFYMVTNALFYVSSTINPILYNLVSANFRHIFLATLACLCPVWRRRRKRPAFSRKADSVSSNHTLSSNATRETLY
NS5 inhibitors = Dengue-2 NS5 methyltransferase inhibitors, primary screen, biochemical, confirmation dose response (AID 588689) | hit rate 0.3% among 340,000 | Dengue-2 NS5 methyltransferase capping enzyme assay, biochemical; higher % means a stronger effect | inhibition, % at 25 µM, or IC50 in µM where a hit was titrated | Genome polyprotein (Dengue virus type 2 (strain 16681-PDK53)); in the data active = a potency from the dose series; inconclusive = inhibition above about 29% without an active follow-up result
SV40 large T antigen = SV40 large T antigen inhibitors, biochemical (AID 1903); hit rate 0.39% among 310,000; SV40 large T antigen ATPase/helicase inhibition assay; higher % means a stronger effect; inhibition, % at 20 µM; hits with a dose series show IC50 in µM; in the data active = a potency from the dose series; inconclusive = inhibition mostly from about 32% at the one dose, without a potency; inactive = the rest, 99 in 100 with inhibition below about 32%; also: strong numbers were not always called active
MgcRacGAP inhibition = MgcRacGAP GTPase-activating activity inhibitors, confirmation, biochemical, ADP Hunter fluorescence | AID 624330, 2012 | hit rate 0.6% among 340,000 | inhibition, % at 30 µM, or IC50 in µM where a hit was titrated | MgcRacGAP-stimulated Rac1 GTP hydrolysis, ADP Hunter fluorescence; higher % means a stronger effect; GST-tagged Rac1 F28L mutant substrate | Rac GTPase-activating protein 1 (Homo sapiens);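 active = first-screen hits whose inhibition reached a set limit at any dose in the follow-up dose series; inconclusive = inhibition above the set first-screen limit but never retested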;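 also: fluorescence reports GDP produced by GAP-driven GTP hydrolysis; strong numbers were not always called active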
NTR1 agonist cell count 20 µM = also measured in NTR1 agonist; calls as there; cell count; measured here: cell count, cytotoxicity flag
NS5 inhibitors pilot replicate = second read-out of NS5 inhibitors, no call of its own (marks repeat the call); inhibition, %; measured here: pilot screen replicate inhibition
* marks the source's active call; other numbers are inactive results; ? = inconclusive; . = not tested or not shown; [ ] = remark or other dose.

SMILES | West Nile antiviral | Siah-1 displacement | RSV antiviral HEp-2 | K1F lysis inhibition | AID2073 | NTR1 agonist | NTR1 agonist cell count 20 µM | NS5 inhibitors | SV40 large T antigen | MgcRacGAP inhibition | others
c1coc(-c2nc3c([nH]2)CCc2nonc2-3)c1 | -0.2% | -3% | -1.1% | 0.9% | -4% | -0.5 | 45 | -10% | 14% | -1%
CC(C)NC(=O)CN(C)S(=O)(=O)c1ccc(F)cc1 | 0.6% | 2% | 0.6% | 1.3% | 1% | 1.8 | 40 | -2% | 6% | 4%
COc1ccc(/C=C/C(=O)NCCc2ccc(OC)c(OC)c2)cc1 | -0.3% | 10% | 3.0% | 3.1%[50 µM] | 33% | 0.0 | 63 | 3% | 5% | 5%
CCN(Cc1ccccc1)C(=O)Cn1c(=O)oc2ccccc21 | -0.6% | 1% | -0.6% | -0.2% | 22% | -0.7 | 53 | -2% | 13% | 3%
CCN(CC)C(=O)CSc1nc(N)c(C#N)c(-c2cccs2)c1C#N | -0.7% | 4% | 2.1% | -0.2% | 4% | 2.8 | 93 | 3% | 5% | -3% | NS5 inhibitors pilot replicate=-2.6
COCCNc1nc2c(c(=O)n(C)c(=O)n2C)n1Cc1cccc(C(F)(F)F)c1 | -0.7% | 0% | 0.8% | 6.1% | 1% | 3.3 | 37 | -3% | 2% | 5%
OCc1nc2ccccc2n1CC(O)COc1ccccc1 (stereo unspecified) | 1.2% | -2% | 1.1% | 0.5% | 0% | -0.7 | 83 | -8% | 11% | 5%
COc1ccc(-c2cc(-c3cccnc3)c(C#N)c(N)n2)cc1 | 0.4% | 13% | . | 0.2% | -43% | 1.7 | 80 | 7% | -3% | 11%
Cc1ccc(N(CC(=O)N/N=C/c2cccnc2)S(=O)(=O)c2ccccc2)cc1 | 0.4% | 5% | -1.1% | -0.2% | -3% | 0.2 | 92 | -5% | 1% | 11%
O=C(c1ccco1)N1CCN(C(=S)Nc2ccccc2C(F)(F)F)CC1 | -0.8% | 2% | -0.2% | 0.2% | -41% | 0.0 | 75 | -3% | -13% | 3%
O=C(CSc1nnc(CNc2ccc(F)cc2)n1Cc1ccco1)N1CCCC1 | -0.7% | 2% | 1.0% | -0.2% | -13% | 1.0 | 81 | -10% | 17% | 14%
COc1ccc(CNC(=O)Cn2c(=O)n(CCC(=O)N3CCCCC3)c(=O)c3sccc32)cc1 | -0.2% | 2% | 1.6% | 0.4% | 5% | 0.7 | 61 | -10% | 11% | 7%
CCCCCc1nnc(N)s1 | 0.2% | 4% | 0.7% | 0.8% | 4% | 2.0 | 89 | 0% | 22% | 2%
Cc1ccc(S(=O)(=O)Nc2cc(S(=O)(=O)N3CCOCC3)ccc2NCC2CCCO2)cc1 (stereo unspecified) | . | . | 0.2% | 0.7%[50 µM] | . | 4.3 | 59 | -5% | . | 7%
CC1=C(C(=O)OCC2CCCO2)C(c2ccc(C)o2)C2=C(CC(c3ccc(N(C)C)cc3)CC2=O)N1 (stereo unspecified) | 0.4% | -1% | . | . | -1% | . | . | . | 12% | .
COc1ccc(NC(=O)CN(Cc2ccccc2)S(C)(=O)=O)cc1OC | 0.0% | -2% | 1.6% | 0.3% | -4% | -2.3 | 55 | -5% | 13% | 7%
Cc1cccc(NC(=S)N(CCN(C)C)C(C)c2ccccn2)c1 (stereo unspecified) | 0.1% | -2% | -1.2% | 3.9% | 11% | -1.4 | 72 | -6% | 15% | -4%
O=C(Nc1cc(Cl)cc(Cl)c1)N1CCN(C(=O)C2CCCO2)CC1 (stereo unspecified) | -0.9% | -3% | 0.2% | -0.7%[50 µM] | -2% | 1.0 | 56 | 1% | -7% | 9%
CSCCC(NS(=O)(=O)c1ccc2c(c1)c(=O)n(C)c(=O)n2C)C(=O)NC1CCN(Cc2ccccc2)CC1 (stereo unspecified) | -0.7% | 2% | -0.3% | 0.3% | 6% | 0.5 | 54 | 1% | 11% | 10%
CCCC12CN3CCN(CC(C3)/C1=N\NC(=O)c1ccccc1Cl)C2 | -0.1% | 1% | -0.8% | 0.6% | 5% | 0.0 | 99 | 3% | 9% | 2%
COc1ccccc1C1(O)CCN(C(=O)c2cccs2)CC1 | . | 1% | 0.5% | -0.2% | -4% | 1.7 | 39 | -10% | 14% | 1%
COc1ccc(-c2nc(CCNC(=O)c3cccs3)cs2)cc1 | -0.5% | 6% | 2.4% | 1.8% | 4% | 0.2 | 62 | -5% | 10% | 5%
O=C(Nc1ccc2c(c1)OCO2)c1ccc(Cl)c(S(=O)(=O)N2CCOCC2)c1 | -0.1% | 2% | 16% | 0.9%[50 µM] | 2% | -0.1 | 63 | -8% | 11% | 9%
CC(/C=N/NC(=O)CN1CCN(Cc2ccc(Cl)cc2)CC1)=C\c1ccco1 | -1.2% | 0% | 0.8% | 1.5% | -7% | 3.5 | 50 | -6% | 12% | 6%
Cc1onc(-c2ccccc2Cl)c1C(=O)OCC(=O)c1ccc[nH]1 | . | . | -1.1% | 1.0%[50 µM] | . | 0.9 | 53 | -9% | 10% | 6%
Next part
SMILES | West Nile antiviral | Siah-1 displacement | RSV antiviral HEp-2 | K1F lysis inhibition | AID2073 | NTR1 agonist | NTR1 agonist cell count 20 µM | NS5 inhibitors | SV40 large T antigen | MgcRacGAP inhibition | others
CCN1CCN(C(=O)/C=C/c2ccc(C)cc2)CC1 | -0.7% | 0% | 1.1% | 0.5%[50 µM] | 1% | 0.2 | 58 | 5% | 16% | 6%
C/C(CCC1CC(C)OC1=O)=N\NC(N)=S (stereo unspecified) | 2.0% | -5% | 2.9% | 0.3% | -9% | -0.2 | 64 | -6% | 15% | 13%
COc1ccccc1NC(=O)Nc1ccc(CC#N)cc1 | 0.0% | -2% | . | -0.3% | 9% | 1.4 | 40 | -5% | 11% | 3%
CCN(CC)c1ccc(NC(=O)c2ccccc2OCC(=O)OC)cc1 | -0.6% | -1% | 3.9% | -0.3% | -6% | 1.0 | 79 | 28% | 37% | 28%
CCOc1ccc(NC(=O)CN(C)C(=O)CCCn2c(=O)oc3ccccc32)cc1OCC | . | . | 0.8% | 1.4%[50 µM] | . | 0.3 | 67 | -4% | 8% | 4%
O=C(NC1CCCCC1)C(c1ccncc1)N(C(=O)c1ccco1)c1ccc(F)cc1 (stereo unspecified) | -1.0% | 5% | 1.4% | 0.1% | 7% | -0.5 | 51 | -14% | 8% | 7%
Cc1ccccc1NC(=S)N1CCN(Cc2ccccc2)CC1 | -1.1% | -5% | 0.4% | 0.1% | -20% | -0.2 | 77 | -7% | 2% | 8%
CCN(CC)S(=O)(=O)c1cccc(-c2nnc(SCC(=O)NC)n2N)c1 | 0.9% | -2% | 0.5% | 0.9% | -8% | 0.6 | 47 | 2% | 7% | 10%
CCC1=C(OC(=O)N(CC)CC)N2C(=O)OC(=NCC3CC3)[C@]2(Cc2ccccc2)[C@H]2C1=CC[C@H]1C(=O)N(C)C(=O)[C@H]12 | -0.7% | -4% | 3.1% | -0.1% | -9% | -0.2 | 57 | -3% | 11% | 8%
COc1ccc(OCCCC(=O)Nc2cc(S(=O)(=O)N3CCCCC3)ccc2OC)cc1 | . | . | 1.5% | 0.6%[50 µM] | . | -1.4 | 51 | -6% | . | 3%
CCOC(=O)C1=C(C)OC(N)=C(C#N)C1c1cc(C)sc1C (stereo unspecified) | -0.3% | -3% | 4.3% | -2.5% | -4% | 2.0 | 52 | -3% | 20% | 3%
Cc1noc(C)c1CSCC(=O)Nc1cc(Cl)ccc1N1CCCCC1 | . | . | 19% | 0.5%[50 µM] | . | 7.2 | 49 | ? | 8% | 4%
COc1ccccc1-n1nc(C(=O)NCc2ccco2)c2ccccc2c1=O | -0.3% | -5% | 2.4% | 0.0% | 0% | 0.2 | 45 | -7% | 2% | 3%
CC(C)(C)NNC(=S)Nc1ccc(S(=O)(=O)N2CCOCC2)cc1 | -0.5% | 3% | 1.7% | 0.8% | -8% | 1.2 | 53 | 2% | 5% | -1%
CC(C)(C)c1[nH]ncc1[N+](=O)[O-] | -0.2% | -4% | 0.0% | 0.3% | -10% | -0.5 | 86 | -8% | 8% | 9%
O=C(N/N=C/c1ccco1)C1CC1(c1ccccc1)c1ccccc1 (stereo unspecified) | -1.3% | -2% | 8.7% | -0.3%[50 µM] | -2% | 8.6 | 36 | -3% | 4% | 7%
O=C(O)C1Nc2c(O)cc(Cl)c([N+](=O)[O-])c2C2C=CCC12 (stereo unspecified) | 0.5% | 52% | 0.5% | 3.8% | ? | -1.1 | 92 | . | 9.9µM* | 28µM*
Cc1ccc(CNC(=O)c2cc(S(=O)(=O)N3CCOCC3)cn2C)cc1 | -0.3% | -3% | 0.6% | 5.9% | 8% | -3.3 | 52 | 1% | 17% | 5%
CCOc1ccc(N2CC(NS(=O)(=O)c3cccnc3)CC2=O)cc1 (stereo unspecified) | . | . | 2.1% | 1.2%[50 µM] | . | 0.6 | 66 | 4% | 17% | 3%
CCCS(=O)(=O)c1c(S(=O)(=O)CCC)c2c(N)cccn2c1C(=O)c1ccccc1 | -0.3% | 3% | 0.3% | 1.5% | -16% | -2.6 | 69 | -1% | 7% | 13%
CCOC(=O)c1c(S(=O)(=O)NCC(=O)Nc2cccc(C)c2)c(C)n(C)c1C | -0.4% | -7% | 0.2% | 0.1% | 9% | -0.4 | 60 | -12% | 2% | -1%
CN(Cc1ccccc1)C(=O)c1ccc(NC(=O)C2CCN(C(=O)OC(C)(C)C)CC2)cc1 | . | . | . | 2.5% | . | 1.4 | 43 | -2% | . | 11%
CC(=O)NC(C)C(=O)OCc1ccc(Cl)cc1Cl (stereo unspecified) | -0.2% | -2% | 0.8% | 5.9% | 28% | 0.5 | 52 | 1% | 2% | 0%
CCOC(=O)c1sc(NC(=O)/C=C/c2cnn(C)c2C)c(C(=O)OC(C)C)c1C | 0.7% | 14% | 3.2% | -1.7% | 17% | 11 | 64 | 1% | -1% | 0%
COc1ccc(N(CC(=O)Nc2ccccc2C(=O)N2CCOCC2)S(=O)(=O)c2ccc(F)cc2)cc1 | -0.5% | -3% | 1.6% | -1.6% | 15% | 3.1 | 66 | -6% | 7% | 3%
CCOC(=O)c1ccc[n+](C(C)C(=O)c2ccc(-c3ccccc3)cc2)c1 (stereo unspecified) | 0.4% | 2% | 4.3% | 4.6% | 36% | 0.4 | 42 | -7% | 11% | 9%

From PubChem
